# Exocytosis inh – lytic granule exocytosis inhibition; inhibition, % at 10 µM; 360,000 tested, 0.66% active; TALL-104 LAMP-1 surface exposure, flow cytometry; cells stimulated with thapsigargin and PMA;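 active means inhibition above about 55%, limit read from the data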
# Glyco luc inh – N-linked glycosylation inhibition; AID 588692; 360,000 tested, 0.23% active; D54 ERlucT glycosylation luciferase reporter, 24 h; percent of 100 nM tunicamycin response; reporter increase, % at 12.5 µM;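 active means mean luciferase reporter signal, scaled so untreated is 0 and the glycosylation-blocking control 100, at or above a set limit in every replicate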;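 further: luciferase carries N-glycosylation sites so blocking glycosylation raises the light; 0% = median of neutral control wells and 100% = median of 100 nM tunicamycin wells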
# MC4R ag barr – human MC4R agonism via beta-arrestin; AID 540308; P32245; U2OS MC4R beta-arrestin complementation, luminescence; percent of melanotan II response, DMSO zero; activation, % at 8.9 µM; 360,000 tested, 0.98% active;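 active means activation above a per-plate cutoff, the mean activation of sample wells on that plate plus 3 SD, cut at about 8% in these data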
# Target sequence (P32245 whole entry, looked up): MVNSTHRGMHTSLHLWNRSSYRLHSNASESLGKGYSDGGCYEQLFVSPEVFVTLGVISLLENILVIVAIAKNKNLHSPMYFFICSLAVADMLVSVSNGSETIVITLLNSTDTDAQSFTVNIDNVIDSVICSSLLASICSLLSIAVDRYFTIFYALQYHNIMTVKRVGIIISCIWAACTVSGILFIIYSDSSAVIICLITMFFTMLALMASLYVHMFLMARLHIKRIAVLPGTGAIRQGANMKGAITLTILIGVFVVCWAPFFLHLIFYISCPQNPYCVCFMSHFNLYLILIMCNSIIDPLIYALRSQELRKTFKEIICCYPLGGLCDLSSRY
# H9c2 protect – myocardial damage modulation in H9c2 cells; H9c2 cardiomyocytes, H2O2 injury protection, ATPLite, 2 h; protection from H2O2 cell death, % at 20 µM; 360,000 tested, 0.63% active; AID 588492;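 active means compounds giving at least 50% protection of heart cells from peroxide-induced death in the single-dose screen, raw or plate-pattern-corrected value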;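 further: 0% = DMSO wells with peroxide and 100% = DMSO wells without peroxide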
# m5-HT2A agonist – activates the mouse 5-HT2A serotonin receptor; CHO-K1 mHTR2A beta-arrestin complementation, luminescence; percent of 30 µM serotonin response; 360,000 tested, 0.66% active; P35363; activation, % at 7.6 µM;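 active means activation above a run cutoff, the mean activation of all tested compounds plus 3 SD, cut at about 14% in these data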;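 further: 0% = plate median of compound wells and 100% = 30 µM serotonin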
# Target sequence (P35363 whole entry, looked up): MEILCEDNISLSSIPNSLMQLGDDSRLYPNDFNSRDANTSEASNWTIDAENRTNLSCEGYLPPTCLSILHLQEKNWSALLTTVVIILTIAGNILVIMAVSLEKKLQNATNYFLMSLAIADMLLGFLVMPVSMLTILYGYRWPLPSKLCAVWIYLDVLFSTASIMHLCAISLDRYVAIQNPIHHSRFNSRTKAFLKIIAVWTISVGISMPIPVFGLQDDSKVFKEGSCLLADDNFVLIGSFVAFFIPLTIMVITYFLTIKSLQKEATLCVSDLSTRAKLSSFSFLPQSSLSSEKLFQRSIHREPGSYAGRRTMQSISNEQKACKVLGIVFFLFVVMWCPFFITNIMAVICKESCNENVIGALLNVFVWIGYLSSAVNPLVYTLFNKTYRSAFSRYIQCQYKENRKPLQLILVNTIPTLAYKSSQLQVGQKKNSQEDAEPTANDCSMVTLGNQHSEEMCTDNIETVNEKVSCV
# ABHD5 PLIN5 PPI – inhibitors of human ABHD5-perilipin-5 interaction; Q00G26+Q8WTS1; Split G. princeps luciferase complementation, luminescence, 4 h; inhibition, % at 4 µM; 360,000 tested, 0.78% active;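 active means inhibition above the mean inhibition across every tested compound plus 3 SD, cut at about 22% in these data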;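 further: 0% = DMSO only wells and the 100% control is not disclosed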
# aDG glyco up – increases alpha dystroglycan glycosylation. AID 624168. Pro5-aDG cells, alpha-DG glycosylation AlphaScreen (IIH6); 0% Pro5, 100% B10-LARGE cell signal. activation, % at 10 µM. 360,000 tested, 0.22% active;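 active means activation of at least 8% versus controls, or a plate z-score of at least 8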;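 further: Pro5 are CHO cells carrying HIG-tagged alpha-DG that lacks glycosylation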
# iPSC survival up – enhancers of human iPSC single-cell survival; hiPSC single-cell survival, ATPlite luminescence; 100% = ROCK inhibitor wells, 0% = DMSO; survival enhancement, % at 20 µM; 360,000 tested, 0.044% active; in the data active means survival enhancement above about 18%;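 further: cells exposed to compounds for 16 hours before the ATP read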
# MC4R antag cAMP – antagonists of human melanocortin 4 receptor (MC4R). inhibition, % at 6.5 µM. MC4R-expressing cells, MTII-stimulated cAMP, LANCE TR-FRET. AID 540295. P32245. 360,000 tested, 0.48% active;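 active means inhibition above its plate's cutoff, the mean of tested wells on that plate plus 3 SD, cut at about 29% in these data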;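 further: 0% = Melanotan II alone and 100% = Melanotan II plus saturating MCL0020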
#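 System: U2OS-MC4R stable cell line; Technique: Eu-cAMP/anti-cAMP TR-FRET, emission 671 nm; Repeats: single well per compound; Also added: Melanotan II; Dosing: one concentration, 6.5 µM nominal; Schedule: 30-min compound, 1-h challenge, 1-h detection, room temperature.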
# ABCB6 inh MLPCN – blocks the human ABCB6 transporter. Q9NP58. K562-ABCB6 porphyrin accumulation, flow cytometry, 1 h; active compounds read low. fluorescence ratio to DMSO, % at 10 µM. 360,000 tested, 0.19% active;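 active means fluorescence ratio to DMSO below 75%, the collection mean minus 3 SD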;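 further: signal is porphyrin accumulated inside mitochondria; 100% equals median channel fluorescence of DMSO control wells; lower ratio means ABCB6 inhibition with less porphyrin fluorescence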
# Numbers without * were called inactive; & = joins results of further samples. The order is random, and some 4.5% of all compounds hit somewhere here.
SMILES,Exocytosis inh,Glyco luc inh,MC4R ag barr,H9c2 protect,m5-HT2A agonist,ABHD5 PLIN5 PPI,aDG glyco up,iPSC survival up,MC4R antag cAMP,ABCB6 inh MLPCN
O=C(Cn1nc(C(=O)O)c2ccccc2c1=O)c1c[nH]c2ccccc12,-3,1,1.1,57*,-4,12,0.0,-0.5,-6,88
COc1ccc(NS(=O)(=O)c2cccc(C(=O)OCC(=O)Nc3cc(C)on3)c2)cc1,-1,1,0.3,-6,6,6,-0.3,-0.9,3,96
OCCNCCCCOc1cccc(Br)c1,-1,2,-2.5,24,-4,-3,-0.1,-1.2,3,100
Cc1cccc(N(C(=O)CNC(=O)c2ccco2)C(C(=O)NCC2CCCO2)c2ccccc2)c1 (stereo not drawn),0,-2,1.5,21,3,1,-0.6,1.1,0,98
Cc1nc(NC2=NCN(Cc3cccnc3)CN2)nc2ccccc12,-1,1,-1.5,2,-1,-4,-0.3,-0.3,-1,94
CCOC(=O)N1CCC(NC(=O)C2CCCN(Cc3nc(-c4cccc(Cl)c4)oc3C)C2)CC1 (stereo not drawn),19,-4,1.9,-31,-5,-2,0.7,0.1,2,88
O=C(CCc1ccccc1)NCc1ccccc1,-3,0,-1.4,-2,4,-3,-0.1,-1.5,-8,97
CC(C)[C@@H]1C=C(C(=O)O)O[C@H](OCCCCO)C1,-11,1,-0.4,4,-1,-4,0.0,3.8,6,97
Cc1oc(-c2ccccc2Cl)nc1CS(=O)CC(=O)NCc1cccs1 (stereo not drawn),-2,1,-1.1,-1,-3,2,-0.1,1.6,-2,101
CCOC(=O)C1CCN(C(=O)COC(=O)C23CC4CC(CC(C4)C2)C3)CC1,0,2,-0.7,-4,-3,-5,0.2,-0.5,0,76
Cc1ccc(C(C(=O)NC2CCCCC2)N(C(=O)c2csnn2)C2CC2)cc1 (stereo not drawn),2,-1,-0.8,0,4,4,0.0,-0.7,4,101
CC(=O)Nc1ccc(Oc2ccccc2)cc1,-4,-3,-1.8,-4,-2,-2,-0.1,-0.2,7,101
COc1cccc(CCc2nnc(N)s2)c1,2,0,-1.5,2,3,3,-0.1,-0.3,-2,108
N#Cc1c(SCC(N)=O)nc(-c2ccccc2)c2c1CCCC2,-4,0,-2.7,6,-2,4,-0.2,3.2,17,104
Cc1cccc2sc(NC(=O)C3CCCN(S(=O)(=O)c4cccc5nonc45)C3)nc12 (stereo not drawn),1,-1,9.9*,11,-1,6,0.2,-1.4,6,107
CN=C1SC(CC(=O)NCCc2ccc(OC)c(OC)c2)C(=O)N1C (stereo not drawn),10&2,0&1,-1.8&-1.5,2&-7,4&3,-8&11,0.0&0.0,2.0&1.8,6&4,98&98
COc1ccc(C(=O)NCc2ccc(-c3nc4ccccc4s3)cc2)cc1OC,1,-1,-0.1,-24,-5,10,0.2,1.6,7,102
CCCC(=O)C1=C(O)C(C(=O)OC)C(C)(C)CC1=NC(C)(C)C (stereo not drawn),3,3,1.2,-5,0,1,-0.3,-2.2,6,93
COC(=O)C1CCCCN1C(=O)c1cccc(OC2CCN(C(=O)C3CC3)CC2)c1 (stereo not drawn),-6,-1,-1.0,6,-2,1,0.1,0.4,2,104
CC(C)c1ccc(NC2CCCN(C(=O)c3cc(C(C)C)[nH]n3)C2)cc1 (stereo not drawn),0,4,2.1,-7,5,-2,0.0,-0.5,4,93
O=C(NC(=S)NNC(=O)c1ccccc1O)c1ccc([N+](=O)[O-])cc1,-4,6,-1.8,4,-1,12,0.0,0.0,5,99
COc1ccc(-c2cn(/N=C/c3ccc(Cl)cc3Cl)c(N)n2)cc1,-3,-1,-2.1,-3,-3,3,0.6,-0.3,7,255
COCc1cc(=O)n2[nH]c(N)nc2n1,-4,1,-3.5,3,-4,-1,0.0,-0.3,1,95
CN(c1ccccc1)S(=O)(=O)c1cc(C(=O)OCC(=O)N2CCN(C(=O)c3ccco3)CC2)ccc1Cl,-4,-3,-2.9,18,6,8,0.3,-0.9,13,584
CCOC(=O)c1cnc(N2CCN(c3ccccc3)CC2)[nH]c1=O,1,1,0.0,6,-3,0,-0.1,-0.1,1,96

# The last 3 compounds of the section before come first, to join the parts:
SMILES,Exocytosis inh,Glyco luc inh,MC4R ag barr,H9c2 protect,m5-HT2A agonist,ABHD5 PLIN5 PPI,aDG glyco up,iPSC survival up,MC4R antag cAMP,ABCB6 inh MLPCN
COCc1cc(=O)n2[nH]c(N)nc2n1,-4,1,-3.5,3,-4,-1,0.0,-0.3,1,95
CN(c1ccccc1)S(=O)(=O)c1cc(C(=O)OCC(=O)N2CCN(C(=O)c3ccco3)CC2)ccc1Cl,-4,-3,-2.9,18,6,8,0.3,-0.9,13,584
CCOC(=O)c1cnc(N2CCN(c3ccccc3)CC2)[nH]c1=O,1,1,0.0,6,-3,0,-0.1,-0.1,1,96
Cc1ccc(CCNC(=O)C2CC(c3ccccc3[N+](=O)[O-])=NO2)cc1 (stereo not drawn),1,2,0.4,3,-4,-10,-0.1,-1.5,10,98
O=C(NCC1CCCO1)C(c1ccncc1)N(Cc1ccc(F)cc1)C(=O)CN1C(=O)c2ccccc2S1(=O)=O (stereo not drawn),1,2,-0.8,4,3,6,-0.3,0.0,9,87
O=C(O)CSc1nc2ccccc2s1,5,0,1.7,-5,7,-5,-0.1,-0.3,-4,107
CC(=O)Nc1ccc(CN2CCC(Oc3ccc(C(=O)N4CCCC4)cc3)CC2)cc1,-1,-4,3.6,-7,12,1,0.8,-0.1,4,106
COc1cccc(OCc2cc(/C=N/NC(=O)c3nc(Cl)c(Cl)c(N)c3Cl)ccc2OC)c1,2,3,-1.1,-6,6,5,-0.5,3.0,-3,98
Cc1cccc(NC(=O)c2ccc(S(=O)(=O)N3CCCCC3)cc2)c1,4,-3,-0.5,-4,-3,-12,0.1,-0.5,9,96
COc1ccc2c(c1)nc(SCC(C)O)n2C (stereo not drawn),0,1,1.8,4,1,3,0.1,1.1,-3,104
CCOC(=O)NC(Nc1cc(C)ccn1)(C(F)(F)F)C(F)(F)F,1,1,2.1,4,9,10,-0.3,-2.1,-4,98
Cc1cc(NC(=O)CSCC(=O)Nc2ccccc2N2CCCCC2)no1,-1,-2,-2.3,4,-2,8,0.1,0.6,9,98
CCOc1nc(N2CCOCC2)nc(N2CCOCC2)n1,-3,-1,-3.0,0,-1,-1,-0.2,0.0,5,235
COc1cc2c(cc1NC(=O)COC(=O)CNC(=O)c1ccccc1)oc1ccccc12,1,2,-2.3,1,-6,-1,-0.2,-0.3,12,98
CCn1c(=O)c2sccc2n2c(CCCC(=O)NCCc3ccc(S(N)(=O)=O)cc3)nnc12,1,1,-1.9,3,8,5,-0.3,-0.3,2,105
O=C(COC(=O)c1ccccc1C(=O)c1ccccc1)Nc1ccc(SC(F)F)cc1,5,-1,-0.2,-11,-5,-3,1.3,0.0,13,82
O=C(COc1cccc2c1CCNC2=O)NC1CCCCC1,-3,2,-1.4,56*,13,18,-0.2,0.4,7,98
CCOC(=O)C1=C(C)NC(=O)CC1c1ccccc1 (stereo not drawn),0,2,-1.9,10,1,-3,0.1,-2.9,-1,98
COc1cccc(C(NC(C)=O)c2nc(-c3cnc4ccccc4c3)cs2)c1 (stereo not drawn),-4,2,-2.4,-2,-3,3,-0.3,0.7,-1,98
CC(N=Cc1cc([N+](=O)[O-])ccc1O)c1ccccc1 (stereo not drawn),0,5,-0.4,17,-6,0,-0.3,4.0,0,104
COc1ccc(-c2noc(CCC(=O)N3CCN(c4ccccc4Cl)CC3)n2)cc1,-2,0,2.0,-16,-5,-9,-0.2,3.1,0,96
CCC(CCC(=O)Nc1cccc([N+](=O)[O-])c1)C(=O)O (stereo not drawn),-4,2,-0.4,2,0,1,-0.1,-0.4,-2,92
Nc1c(C(=O)NCc2ccccc2)sc2nc3c(cc12)C(=O)CCC3,1,7,-0.7,12,0,-2,0.0,-3.4,2,100
O=C(Nc1ccn(Cc2c(F)c(F)c(F)c(F)c2F)n1)c1ccc(COc2ccccc2Cl)cc1,12,-10,-0.1,-2,-3,-2,0.1,1.5,1,84
O=C(COC(=O)Cn1cnc2ccccc21)Nc1ccccc1C(F)(F)F,-10,-1,-1.0,2,-4,4,-0.2,-1.3,11,102
COc1cccc(CN2C(=O)CCC2(C)C(=O)NC2CCCCC2)c1 (stereo not drawn),-1,1,-0.4,4,1,-6,0.2,-1.5,-1,105
COc1ccccc1CNC(=O)COC(=O)c1ccc(Cl)nc1,0,3,0.7,-5,4,2,0.0,-4.4,4,98
COc1cc(S(=O)(=O)NCc2ccccn2)ccc1Cl,-4,1,-0.6,2,4,-1,0.1,0.1,-1,99
CN(C)/C=C/C(=O)c1ccc([N+](=O)[O-])c(CS(=O)(=O)c2ccccc2)c1,-8,0,-1.6,-4,10,11,-0.1,0.0,6,97
Cc1ccc(S(=O)(=O)N2CCCC2C(=O)O)cc1 (stereo not drawn),-6,1,0.1,-7,-5,2,-0.2,-6.2,6,97
CCOc1ccc(C(C)=O)cc1CN1C(=O)C(=O)N(CC)C1=O,0,1,-2.8,5,-4,-1,-0.2,-0.1,4,94
CCNc1nc(Oc2ccc(OC)cc2)cc(C(F)(F)F)n1,-1,1,-0.5,-17,-2,-2,0.3,0.1,3,103
C/C(=N\NC(=S)NCCc1ccccc1)c1ccc(Cl)cc1Cl,88*,1,-4.1,-4,-25,-7,0.0,-0.5,2,97

# Random excerpt: 4 records from the list
SMILES,Exocytosis inh,Glyco luc inh,MC4R ag barr,H9c2 protect,m5-HT2A agonist,ABHD5 PLIN5 PPI,aDG glyco up,iPSC survival up,MC4R antag cAMP,ABCB6 inh MLPCN
COc1cc(S(=O)(=O)NCc2ccccn2)ccc1Cl,-4,1,-0.6,2,4,-1,0.1,0.1,-1,99
Cc1ccc(S(=O)(=O)N2CCCC2C(=O)O)cc1 (stereo not drawn),-6,1,0.1,-7,-5,2,-0.2,-6.2,6,97
O=C(O)CSc1nc2ccccc2s1,5,0,1.7,-5,7,-5,-0.1,-0.3,-4,107
CCn1c(=O)c2sccc2n2c(CCCC(=O)NCCc3ccc(S(N)(=O)=O)cc3)nnc12,1,1,-1.9,3,8,5,-0.3,-0.3,2,105

# Exocytosis inh: what is marked active above
compound | Exocytosis inh | Glyco luc inh | MC4R ag barr | m5-HT2A agonist | ABHD5 PLIN5 PPI | aDG glyco up | MC4R antag cAMP | ABCB6 inh MLPCN
C/C(=N\NC(=S)NCCc1ccccc1)c1ccc(Cl)cc1Cl | 88* | 1 | -4.1 | -25 | -7 | 0.0 | 2 | 97

# Screening data (PubChem BioAssay)
